Bioassay records (PubChem)
Cdc42 wt: modulators (inhibitors or activators) of GTP binding to human Cdc42 wildtype; GST-Cdc42 beads, Bodipy-GTP binding, flow cytometry; actives lie on both sides; AID 761; hit rate 0.2% among 190,000; percent activity (GTP binding), % at 10 µM;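 active = percent activity GTP binding at least 20 points away from the 100% baseline, either down as inhibitor or up as activator; inconclusive = compound flagged as likely green fluorescent from well-wide comparison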;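 note: median bead fluorescence of bound Bodipy-FL-GTP at 100 nM; 0% = excess unlabeled GTP control and 100% = no compound control; below 100% means less GTP binding so inhibitor and above means activator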
Target sequence (P60953 whole entry, looked up): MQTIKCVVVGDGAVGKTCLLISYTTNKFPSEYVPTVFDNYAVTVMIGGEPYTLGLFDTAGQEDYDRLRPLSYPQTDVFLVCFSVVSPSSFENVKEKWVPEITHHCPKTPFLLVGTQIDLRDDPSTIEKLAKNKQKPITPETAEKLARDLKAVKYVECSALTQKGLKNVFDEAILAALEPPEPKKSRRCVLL
Avidin fluor: avidin bead compound fluorescence profile. hit rate 0.38% among 220,000. Avidin beads, compound fluorescence 488/530 nm, flow cytometry; hits give high values. fluorescence (KMESF) at 10 µM. AID 1775; in the data active = fluorescence above about 47; note: inactives centre near 10
HRas wt GTP: changes GTP binding to wildtype human HRas; P01112; GST-Ras wt beads, Bodipy-FL-GTP binding, flow cytometry; actives lie on both sides; GTP binding activity, % at 10 µM; hit rate 0.14% among 190,000;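 active = GTP binding activity at least 20% away from the 100% baseline, either lowered as inhibitor or raised as activator; inconclusive = flagged as likely green fluorescent, judged across all proteins in the well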;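 note: 0% = unlabeled GTP competition control and 100% = no-compound control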
ABCB1 block: human ABCB1 inhibition, ABCG2 as counter-screen | CCRF-Adr cells, JC-1 efflux, flow cytometry | inhibition, % at 6.6 µM | hit rate 0.067% among 190,000 | AID 1326; in the data active = inhibition above about 40%;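 note: 0% = vehicle and 100% = reference inhibitor; higher value means more JC-1 retained so stronger ABCB1 efflux block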
Rac1 mut GTP: human Rac1 activated mutant GTP binding change; P63000; GST-Rac1 activated beads, fluorescent GTP binding, flow cytometry; actives lie on both sides; 100% means binding = to untreated wells; percent activity (GTP binding), % at 10 µM; hit rate 0.11% among 190,000; AID 764;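 active = GTP binding at least 20 percentage points away from the 100% baseline, in either direction, so actives lie on both sides; inconclusive = Compound likely fluorescent itself, or too few beads counted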
Rab2A wt mod: changes GTP binding to wildtype dog Rab2A, up or down; P61105; GST-Rab2 wt beads, Bodipy-GTP binding, flow cytometry; GTP binding activity, % at 10 µM; hit rate 0.19% among 190,000;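 active = GTP binding activity at least 20 points away from 100%, either lowered or raised; inconclusive = signal likely due to the compound's own green fluorescence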;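 note: 0% = beads with excess unlabeled GTP and 100% = no-compound control corrected for plate trend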
ABCG2 block: human ABCG2 inhibition, ABCB1 as counter-screen. IgMXP3 cells, JC-1 efflux, flow cytometry. Q9UNQ0. inhibition, % at 6.6 µM. hit rate 0.1% among 190,000;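 active = inhibition above 80%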;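 note: 0% = DMSO and 100% = nicardipine control wells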
Target sequence (Q9UNQ0 whole entry, looked up): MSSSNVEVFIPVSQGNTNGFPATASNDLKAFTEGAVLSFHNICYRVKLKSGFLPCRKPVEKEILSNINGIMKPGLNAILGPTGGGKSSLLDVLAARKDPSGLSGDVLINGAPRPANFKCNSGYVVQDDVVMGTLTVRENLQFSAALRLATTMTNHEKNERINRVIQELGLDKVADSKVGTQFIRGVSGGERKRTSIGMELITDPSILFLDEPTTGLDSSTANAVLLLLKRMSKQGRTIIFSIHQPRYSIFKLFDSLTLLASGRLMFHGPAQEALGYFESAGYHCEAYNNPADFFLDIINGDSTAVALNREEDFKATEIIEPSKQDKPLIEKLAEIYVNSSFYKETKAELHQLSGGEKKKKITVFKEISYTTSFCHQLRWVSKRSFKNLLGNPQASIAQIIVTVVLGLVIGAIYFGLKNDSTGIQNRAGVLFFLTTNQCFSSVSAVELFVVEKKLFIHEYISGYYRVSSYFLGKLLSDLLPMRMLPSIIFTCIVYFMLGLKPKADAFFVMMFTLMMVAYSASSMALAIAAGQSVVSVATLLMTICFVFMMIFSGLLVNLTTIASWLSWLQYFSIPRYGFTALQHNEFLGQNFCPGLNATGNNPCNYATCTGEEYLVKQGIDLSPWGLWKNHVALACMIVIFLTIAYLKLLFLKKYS
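Times: 10 min at 25 °C | Test system: Two drug-resistant human cell lines, ABCG2 and ABCB1 | Quantity: 3 million cells/mL final, two lines in 1:1 ratio | Signal: Flow cytometry, 530 nm JC-1 signal | Dosing: Compound at 6.6 µM | Controls: Nicardipine and DMSO wells | Reagent: JC-1 as fluorescent efflux pump substrate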
Pf gamet viab: inhibitors of late stage P. falciparum gametocyte viability. hit rate 0.065% among 150,000. P. falciparum stage V gametocytes, ATP luminescence, 24 h. AID 743093. inhibition, % at 10.9 µM;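 active = inhibition above the mean plus 3 SD of compounds within the control limits, set per campaign, cut at about 38% in these data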;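 note: 0% = DMSO wells and 100% = medium only without gametocytes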
Rac1 wt GTP bind: human Rac1 wildtype GTP binding, inhibitors and activators; P63000; GST-Rac1 beads, fluorescent GTP binding, flow cytometry; actives lie on both sides; 0 = cold GTP competed, 100 = untreated; GTP binding activity (% of control), % at 10 µM; hit rate 0.27% among 190,000; AID 757;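 active = GTP binding activity at least 20 points away from the 100% control level, either lower or higher; inconclusive = compound flagged as likely green fluorescent, judged across all proteins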
Mcl1 Noxa PPI: Mcl-1/Noxa interaction inhibition | Q07820 | TR-FRET Mcl-1/Noxa peptide binding, 2 h | inhibition, % at 21.7 µM | hit rate 1.5% among 220,000;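 active = compounds that cut the protein-peptide binding signal by more than 50% relative to plate controls in a single-dose test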;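 note: His-tagged Mcl-1 with rhodamine Noxa BH3 peptide and terbium anti-His antibody; 0% = Mcl-1 plus Noxa peptide wells and 100% = peptide-only wells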
Rab7 wt GTP bind: dog Rab7 wildtype GTP binding, inhibitors and activators; GST-Rab7 beads, fluorescent GTP binding, flow cytometry; actives lie on both sides; untreated = 100%, excess cold GTP = 0%; AID 758; GTP binding activity (percent of control), % at 10 µM; hit rate 0.055% among 190,000;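 active = fluorescent GTP binding to Rab7 beads changed by at least 20 points from the 100% baseline, either direction, mostly lower; inconclusive = compound itself probably fluorescent, or too few beads counted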;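 note: median green fluorescence of bound Bodipy-FL-GTP per Rab7 bead population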
Starred values were filed as active, the others as inactive; ? = inconclusive; . = not tested or not shown.

#	compound	Cdc42 wt	Avidin fluor	HRas wt GTP	ABCB1 block	Rac1 mut GTP	Rab2A wt mod	ABCG2 block	Pf gamet viab	Rac1 wt GTP bind	Mcl1 Noxa PPI	Rab7 wt GTP bind
1	CC(C)C(=O)Nc1cccc(NC(=O)c2ccc([N+](=O)[O-])cc2Cl)c1	102	14	100	0.9	98	99	21	16	103	-1	100
2	CCCc1cc(-c2nc(N)ncc2-c2csc(C)n2)c(O)cc1OC	?	12	?	-0.1	?	?	1	30	?	8	?
3	CN(c1cccc(NC(=O)Nc2ccc(Cl)cc2)c1)S(C)(=O)=O	103	16	101	-0.1	99	103	2	.	102	-2	103
4	O=C(CN1CCN(c2ccccc2)CC1)N1CCc2[nH]c3ccccc3c2C1	99	20	101	2.6	96	97	9	.	98	16	96
5	CCOc1cc(CNc2cccc3ccccc23)cc(Br)c1OCC(=O)NC(C)(C)C	98	13	99	0.1	99	101	39	.	98	-5	96
6	O=C(CS(=O)(=O)c1cn(Cc2ccc(Cl)cc2)c2ccccc12)N1CCCC1	106	7	103	1.6	101	104	4	.	106	3	103
7	CCOC(=O)CNS(=O)(=O)c1ccc(S(=O)(=O)N2CCCC2)cc1	102	18	100	0.9	99	103	1	2	105	6	100
8	COc1ccc(-c2csc(=Nc3ccccc3)n2CCO)cc1	98	6	102	0.2	97	99	3	-27	104	22	103
9	CCc1nc(-c2ccccc2O)n(-c2ccccc2)n1	98	12	100	0.4	95	99	1	.	97	-15	102
10	O=C(Nc1ccccc1F)Nc1ccccc1OC(F)F	99	9	99	0.6	99	100	21	2	100	4	108
11	CCOC(=O)N1CCN(C(=O)/C(=C/c2ccc(OC)c(OC)c2)NC(=O)c2ccccc2)CC1	97	10	95	0.2	95	97	1	7	95	-14	96
12	COc1ccccc1-c1noc(CSc2nc(C)cc(=O)[nH]2)n1	95	4	96	0.0	96	98	1	-37	93	3	102
13	O=C(Nc1ccc(F)cc1F)c1cccn1-c1ncc(C(F)(F)F)cc1Cl	99	11	102	0.4	98	100	1	.	108	1	98
14	O=C1c2ccccc2NC(c2ccc(-c3cccc([N+](=O)[O-])c3)o2)N1O (stereo not given)	95	5	96	-0.5	97	92	-4	7	97	-70	93
15	COc1ccccc1C1C(C(=O)c2cc3ccccc3o2)=C(O)C(=O)N1CCN1CCOCC1 (stereo not given)	102	13	97	0.3	91	93	1	.	97	15	95
16	CSCC[C@H](NC(=O)C1CCN(S(=O)(=O)c2ccc(C)cc2)CC1)C(=O)NC1CCS(=O)(=O)C1 (stereo not given in full)	99	5	101	1.1	96	99	2	-3	103	-7	99
17	Cc1ccc(Cl)cc1NC(=O)CCCN1C(=O)c2cccnc2C1=O	99	17	98	0.4	96	102	4	.	101	2	104
18	CCOCCCn1c(=N)c(C(=O)NCCN2CCOCC2)cc2c(=O)n3cccc(C)c3nc21	103	24	103	0.6	96	101	1	.	102	7	103
19	COc1ccccc1CNC(=O)C1=C(C)C(=O)OC12CCC(C)CC2 (stereo not given)	94	11	97	0.8	96	96	0	.	98	18	99
20	O=C(CN1C(=O)C2C3C=CC(C3)C2C1=O)NCc1ccco1 (stereo not given)	100	8	98	0.5	99	101	2	.	101	21	96
21	COc1ccccc1N/C(=N/S(=O)(=O)c1ccc(C)cc1)c1ccccc1	102	3	104	4.8	100	102	15	10	107	1	101
22	COc1cc(OC)cc(C(C(=O)NCc2ccccc2)N(Cc2ccco2)C(=O)c2ccno2)c1 (stereo not given)	97	11	98	1.6	97	97	4	.	96	24	99
23	N#CCC1c2ccccc2CCN1C(=O)Nc1ccc(Cl)cc1 (stereo not given)	100	10	98	0.8	98	98	9	1	97	10	96
24	Cc1ccc2[nH]c3c(N4CCc5ccccc5C4)ncnc3c2c1	108	24	107	1.5	107	106	2	.	115	29	110
25	COc1ccc(CNC(=O)Nc2ccc(C)cc2)cc1	100	9	100	-0.3	99	98	45	3	100	6	100
26	COc1cccc(NC(=S)NC(C)c2ccc(OC)c(OC)c2)c1 (stereo not given)	94	10	96	0.3	91	99	2	-8	98	1	106
27	CCCCCCCCC(=O)N/N=C(\C)c1ccco1	98	5	97	0.5	98	96	14	13	100	-6	95
28	COc1ccc(CN(C)CC(=O)Nc2ccccc2-c2ccccc2)c(OC)c1	93	11	96	0.8	95	99	1	-7	95	12	98
29	S=C(NCC1CCCO1)Nc1ccc(Cl)cc1 (stereo not given)	103	6	102	0.0	101	99	1	1	108	10	102
30	O=C(CSc1ccccc1)N1CCN(c2ccccn2)CC1	98	11	94	-0.2	94	95	0	-17	97	-2	97
31	O=C(Nc1nnc(SCc2ccc(F)cc2)s1)c1cccnc1Cl	95	9	92	-0.2	89	93	3	.	95	-6	93
32	Cc1cc(C)n2cc(CSc3nnnn3-c3ccccc3)nc2n1	104	6	101	0.3	100	103	3	-27	102	-1	103
33	Cc1nc2ccc(NC(=S)NC3CC3)cc2nc1C	102	11	100	0.0	98	97	5	-11	102	17	100
34	O=C(CNC(=S)N(Cc1ccc(F)cc1)C1CCCCC1)NCC1CCCO1 (stereo not given)	92	10	96	0.5	97	96	0	-37	97	9	100
35	O=C(C1=C[C@H](c2csc3ccccc23)C[C@H](OCc2ccc(CO)cc2)O1)N1CCOCC1	96	6	95	1.6	97	96	2	.	97	1	96
36	Cc1c(Br)cc(C(=O)O)c(C)c1C	91	5	89	0.2	88	89	1	.	84	20	96
37	CCn1c(SCC(=O)c2cccs2)nnc1-c1cccs1	98	5	95	0.0	97	97	1	.	99	19	93
38	Cc1occc1-c1nnc(SCc2nnc(-c3ccc(Cl)cc3)o2)n1C	96	21	99	0.4	97	99	1	.	102	6	99
39	Cc1cc(C)nc(N/N=C/c2ccccc2)n1	102	21	99	0.1	101	93	1	.	102	2	95
40	COc1ccc(Cn2c(=O)[nH]c3cc(C(=O)NC4CCN(Cc5ccccc5)CC4)ccc32)cc1	?	6	?	1.1	?	?	13	.	?	7	?
41	CC1CCc2nn(CC(=O)NCCCN3CCCC3=O)cc2C1 (stereo not given)	102	5	98	0.6	99	100	1	.	104	2	99
42	COc1ccccc1OCCC(=O)OCC(=O)Nc1cc(S(=O)(=O)N2CCOCC2)ccc1Cl	89	16	91	1.3	90	90	5	.	89	12	95
43	C(=N\n1cnnc1)/c1ccc(OCc2cccc3ccccc23)cc1	102	11	99	2.8	97	101	20	14	102	10	102
44	N#Cc1nc(COc2ccccc2Cl)oc1NCc1cccnc1	99	33	99	0.1	98	98	1	-9	99	12	97
45	Cc1cc(-c2cccs2)c2c(n1)sc1c(=O)[nH]c(=O)[nH]c12	95	38	95	0.6	91	95	5	.	93	17	97
46	Cc1cn(C(=O)CN2C(=O)c3ccccc3C2=O)c(C)n1	100	7	97	-0.2	98	98	-2	4	102	18	99
47	CCSc1nnc(NC(=O)C(Cc2ccccc2)n2cccc2)s1 (stereo not given)	101	7	99	0.4	99	100	1	.	102	28	96
48	N#Cc1c2n(c(=S)n(-c3ccccn3)c1=O)CCCCC2	104	7	104	-0.5	100	101	2	.	109	18	104
49	CC1C(=NO)C(C)C(c2ccc(N(C)C)cc2)NC1c1ccc(N(C)C)cc1 (stereo not given)	100	11	98	1.5	97	96	10	.	97	16	96
50	CCOC(=O)CCCNC(=O)CCNC(=O)c1ccc(OCC)cc1	103	13	101	0.3	98	100	2	.	101	66*	101
51	Cc1noc(C)c1COc1cccc(C(=O)NCc2ccccc2Cl)c1	71*	6	52*	3.7	74*	69*	18	12	72*	-4	67*

A run of entries of the results above, for reference:
#	compound	Cdc42 wt	Avidin fluor	HRas wt GTP	ABCB1 block	Rac1 mut GTP	Rab2A wt mod	ABCG2 block	Pf gamet viab	Rac1 wt GTP bind	Mcl1 Noxa PPI	Rab7 wt GTP bind
38	Cc1occc1-c1nnc(SCc2nnc(-c3ccc(Cl)cc3)o2)n1C	96	21	99	0.4	97	99	1	.	102	6	99
39	Cc1cc(C)nc(N/N=C/c2ccccc2)n1	102	21	99	0.1	101	93	1	.	102	2	95
40	COc1ccc(Cn2c(=O)[nH]c3cc(C(=O)NC4CCN(Cc5ccccc5)CC4)ccc32)cc1	?	6	?	1.1	?	?	13	.	?	7	?
41	CC1CCc2nn(CC(=O)NCCCN3CCCC3=O)cc2C1 (stereo not given)	102	5	98	0.6	99	100	1	.	104	2	99
42	COc1ccccc1OCCC(=O)OCC(=O)Nc1cc(S(=O)(=O)N2CCOCC2)ccc1Cl	89	16	91	1.3	90	90	5	.	89	12	95
43	C(=N\n1cnnc1)/c1ccc(OCc2cccc3ccccc23)cc1	102	11	99	2.8	97	101	20	14	102	10	102
44	N#Cc1nc(COc2ccccc2Cl)oc1NCc1cccnc1	99	33	99	0.1	98	98	1	-9	99	12	97
45	Cc1cc(-c2cccs2)c2c(n1)sc1c(=O)[nH]c(=O)[nH]c12	95	38	95	0.6	91	95	5	.	93	17	97
46	Cc1cn(C(=O)CN2C(=O)c3ccccc3C2=O)c(C)n1	100	7	97	-0.2	98	98	-2	4	102	18	99
47	CCSc1nnc(NC(=O)C(Cc2ccccc2)n2cccc2)s1 (stereo not given)	101	7	99	0.4	99	100	1	.	102	28	96
48	N#Cc1c2n(c(=S)n(-c3ccccn3)c1=O)CCCCC2	104	7	104	-0.5	100	101	2	.	109	18	104
49	CC1C(=NO)C(C)C(c2ccc(N(C)C)cc2)NC1c1ccc(N(C)C)cc1 (stereo not given)	100	11	98	1.5	97	96	10	.	97	16	96
